Screens (PubChem BioAssay)
MrgX1 agonist: activates human MrgX1 receptor signaling | hit rate 0.44% among 310,000 | B-score at 10 µM | MrgX1-HEK293 cells, Fluo-4 calcium fluorescence, agonist mode; active compounds read high | Q96LB2;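 active = calcium response B-score plate-corrected fluorescence ratio at least 3 library SD, with starting fluorescence B-score inside 5 SD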
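Test system: HEK293 cells stably expressing human MrgX1 receptor; Input: fifteen thousand cells per well; Dosing: compound delivered in addition one of three; Schedule: overnight seeding, then 1 h dark dye loading; Technique: Fluo-4 NW calcium fluorescence; Measure: B-scored fluorescence response ratio; Controls: positive and negative controls per plate.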
TMEM16A inh: blocks the mouse calcium-activated chloride channel TMEM16A. Q8BHY3. HEK293 TMEM16A/YFP iodide influx fluorescence, ionomycin. normalized B-score (activity score, 25-100; higher = stronger inhibition) at 10 µM. hit rate 1.2% among 310,000;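 active = ratio plate-corrected score three or more library SD toward inhibition, starting fluorescence score within five deviations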;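 note: score derived from kinetic fluorescence span divided by baseline fluorescence per well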
MrgX1 antagonist: antagonists of human MrgX1 receptor; Q96LB2; MRGX1-HEK293 calcium flux, Fluo-4, BAM8-22 antagonism; active compounds read low; B-score at 10 µM; hit rate 1.3% among 310,000; AID 588676;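 active = calcium-response B-score plate-corrected more than 3 library SD below zero, starting fluorescence within 5 deviations, no agonist response on first addition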;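 note: peak minus trough fluorescence over baseline after final BAM8-22 challenge near maximal dose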
TRPC6 act: activates the mouse TRPC6 cation channel; Q61143; HEK293-TRPC6 membrane potential dye fluorescence; active compounds read high; B-score at 10 µM; hit rate 0.13% among 310,000; AID 2550;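 active = B-score of the integrated fluorescence ratio above library mean plus 3 SD, and starting fluorescence ratio within library mean plus 5 SD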;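 note: higher score means more depolarization so channel activation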
Target sequence (Q61143 whole entry, looked up): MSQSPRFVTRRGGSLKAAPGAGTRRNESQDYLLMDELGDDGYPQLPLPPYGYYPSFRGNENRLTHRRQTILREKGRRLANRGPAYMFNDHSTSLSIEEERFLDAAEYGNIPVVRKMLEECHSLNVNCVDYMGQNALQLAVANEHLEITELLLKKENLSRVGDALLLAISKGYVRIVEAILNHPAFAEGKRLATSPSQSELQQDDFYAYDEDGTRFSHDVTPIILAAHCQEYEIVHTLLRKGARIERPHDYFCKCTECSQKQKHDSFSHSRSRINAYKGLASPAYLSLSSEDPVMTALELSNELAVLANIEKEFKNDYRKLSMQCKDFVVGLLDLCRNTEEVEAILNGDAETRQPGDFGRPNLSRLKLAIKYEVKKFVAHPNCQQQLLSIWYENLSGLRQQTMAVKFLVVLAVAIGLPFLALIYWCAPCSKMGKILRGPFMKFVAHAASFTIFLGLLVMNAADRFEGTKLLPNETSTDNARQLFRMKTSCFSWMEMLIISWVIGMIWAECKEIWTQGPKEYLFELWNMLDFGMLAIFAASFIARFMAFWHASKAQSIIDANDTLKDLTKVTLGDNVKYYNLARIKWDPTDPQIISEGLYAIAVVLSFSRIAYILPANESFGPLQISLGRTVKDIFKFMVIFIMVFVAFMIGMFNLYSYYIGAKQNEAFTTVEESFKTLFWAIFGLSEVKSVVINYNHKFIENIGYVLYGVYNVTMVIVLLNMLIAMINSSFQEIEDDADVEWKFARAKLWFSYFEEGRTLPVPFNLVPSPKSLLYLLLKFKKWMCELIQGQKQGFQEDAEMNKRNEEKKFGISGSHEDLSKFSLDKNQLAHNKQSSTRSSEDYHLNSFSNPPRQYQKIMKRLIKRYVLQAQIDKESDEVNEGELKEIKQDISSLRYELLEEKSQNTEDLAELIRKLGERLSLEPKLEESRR
TRPC4 potent: TRPC4 (mouse) allosteric potentiation; Q9QUQ5; HEK293 TRPC4beta/mu-opioid, DAMGO EC20, Fluo-4 Ca2+ flux; active compounds read high; B-score at 10 µM; hit rate 0.42% among 310,000; AID 2227;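 active = B-score of calcium response area above 5 SD of library B-scores, with initial fluorescence ratio within 5 SD of library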;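 note: B-score of integrated fluorescence ratio over time as area under calcium response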
ANO1 activ: mouse TMEM16A channel activation, primary screen. HEK293 TMEM16A/YFP-H148Q/I152L, iodide quench fluorescence; active compounds read low. hit rate 0.3% among 340,000. B-score at 10 µM. AID 623877;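 active = fluorescence-ratio B-score plate-corrected deviation score at least 3 library SD below zero, with starting fluorescence score within 5 deviations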;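 note: channel opened by trigger with iodide after compound preincubation; score built on the fluorescence ratio of max minus min over baseline; more negative score means more quench and so TMEM16A activation or potentiation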
TRPC4 act: activators of mouse TRPC4 channel; Q9QUQ5; HEK293 TRPC4beta/mu-opioid, Fluo4 calcium fluorescence; active compounds read high; B-score at 10 µM; hit rate 0.49% among 310,000; AID 2237;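 active = B-score above 5 SD of library B-scores, and initial fluorescence ratio not above library mean plus 5 SD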;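 note: positive B-score marks a calcium rise read as TRPC4 activation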
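Test system: HEK293 cells stably co-expressing mouse TRPC4beta and mu-opioid receptor | Schedule: Fluo4 dye loading 45 min at room temperature, 110 s recording | Measured by: Kinetic Fluo4 calcium fluorescence, 5 s baseline at 1 Hz | Evaluation: B score of integrated ratio | Controls: Buffer (low) and maximal DAMGO (high)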
MrgX1 PAM: allosterically activates human MrgX1 receptor signaling; MrgX1-HEK293, Fluo-4 calcium flux, FDSS; active compounds read high; B-score at 10 µM; hit rate 0.63% among 310,000;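 active = plate-corrected calcium response at least 3 library SD above typical, normal starting fluorescence, not activating the receptor alone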;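 note: compound read alongside a low EC10 to EC30 dose of BAM8-22 agonist; peak minus trough fluorescence over baseline measured at the second addition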
TRPC6 inhibitor: blocks the mouse TRPC6 cation channel; B-score at 10 µM; HEK293-TRPC6, membrane potential dye, ACh-evoked depolarization; active compounds read low; hit rate 1.1% among 310,000; Q61143;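 active = B-score under library mean minus 3 SD, initial fluorescence not abnormally high, positive integrated signal ratio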;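 note: B-score derived from integrated fluorescence ratio over the kinetic read; more negative B-score means stronger inhibition of depolarization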
TRPC4 inh: blocks the mouse TRPC4 cation channel | HEK293 TRPC4beta/mu-opioid, DAMGO-evoked Fluo4 calcium flux; active compounds read low | hit rate 0.39% among 300,000 | Q9QUQ5 | AID 2247 | B-score at 10 µM;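 active = B-score over 3 SD under the library average, no early fluorescence shift, positive overall ratio signal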
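Assay system – HEK293 line stably carrying TRPC4beta and mu-opioid receptor · Doses – single dose · Detection – Fluo4 calcium-dye fluorescence, kinetic read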
SKKanGAS inh: inhibitors of SKKanGAS S. pyogenes growth in kanamycin (SK-promoter or general growth effect); BacTiter-Glo, 6 h; inhibition, % at 7.5 µM; hit rate 1.3% among 300,000; AID 1662;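 active = mean replicate score, as percent of positive control median, at least 50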;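 note: strain carries kanamycin resistance gene driven by streptokinase promoter and grows in 40 µg/ml kanamycin; loss of luminescence reflects streptokinase promoter inhibition or plain growth inhibition; 0% = median of DMSO wells and 100% = positive control at its reference dose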
* hit, by the source's call; i = inactive; x = no result given; & = joins results of further samples.

SMILES	MrgX1 agonist	TMEM16A inh	MrgX1 antagonist	TRPC6 act	TRPC4 potent	ANO1 activ	TRPC4 act	MrgX1 PAM	TRPC6 inhibitor	TRPC4 inh	SKKanGAS inh
CC1CC(C)CN(C(=O)Cn2c(=O)n(CCCCC(=O)NCc3ccco3)c(=O)c3ccccc32)C1 (stereo unspecified)	i	i	i	i	i	i	i	i	i	i	-1
CCCCCN1CC(=O)N2[C@@H](Cc3c([nH]c4ccccc34)C2(C)C)C1=O	i	i	i	i	i	i	i	i	i	i	7
CCOC(=O)c1c(C)nc(-c2ccccc2)nc1NC(C)=O	i	i	i	i	i	i	i	i	i	i	-4
COc1cc(CNC2CCCCCC2)cc(OC)c1OC	i	i	i	i	i	i	i	i	i	i	1
COc1ccc(CN2CCNC(=O)C2CC(=O)N2CCc3ccccc3C2)c(OC)c1 (stereo unspecified)	i	i	i	i	i	i	i	i	i	i	7
Cc1ccc(-c2nc(-c3ccncc3)no2)c(Cl)c1	i	i	i	i	i	i	i	i	i	i	3
Cc1ccc(S(=O)(=O)Oc2cccc(N3C(=O)C4CC=CCC4C3=O)c2)cc1 (stereo unspecified)	i	i	i	i	i	i	i	i	i	i	-2
CCOc1ccc(-n2cnc3sc4c(c3c2=O)CCCC4)cc1	i	i	i	i	i	i	i	i	i	i	2
FC(F)(F)c1cc(-c2ccco2)nc(NCc2ccc(Cl)cc2)n1	i	i	i	i	i	i	i	i	i	i	65*
COc1cc2c(cc1OC)C1=C(C#N)CC/C(=N\S(=O)(=O)c3cccc(Cl)c3)N1CC2	i	i	i	i	i	i	i	i	i	i	5
COc1ccccc1NC(=O)N1CCN(c2ccccc2F)CC1	i	i	i	i	i	i	i	i	i	i	-6
C=CCN1C(=O)C2(OCCCO2)c2c(C)ccc(C)c21	i	i	i	i	i	i	i	i	i	i	2
O=C(N/N=C/c1ccccc1)c1ccco1	i	i	i	i	i	i	i	i	i	i	1
O=C(OCc1nnc(-c2ccccc2)o1)c1ccc(CO)cc1	i	i	i	i	i	i	i	i	i	i	-4
CCNC(=O)CC1SC(=Nc2ccc(Cl)cc2)N(CC)C1=O (stereo unspecified)	i	i	i	i	i	i	i	i	i	i	0
O=C(NCc1ccco1)C1CCCN(S(=O)(=O)c2cccc3nsnc23)C1 (stereo unspecified)	i	i	i	i	i	i	i	i	i	i	8
O=C(NC1CCCCC1)C1CC(O)CN1C(=O)OCc1ccccc1 (stereo unspecified)	i	i	i	i	i	i	i	i	i	i	-3
O=C(CSc1nc(N2CCOCC2)nc(N2CCOCC2)n1)Nc1ccc([N+](=O)[O-])cc1	i	i	i	i	i	i	i	i	i	i	-7
NC(=O)C1(N2CCCCC2)CCN(C(=O)NC2CCCCC2)CC1	i	i	i	i	i	i	i	i	i	i	-4
COc1ccccc1CN1CCNC(=O)C1CC(=O)N(C)Cc1ccon1 (stereo unspecified)	i	i	i	i	i	i	i	i	i	i	3

Retrieved by compound from above:
SMILES	MrgX1 agonist	TMEM16A inh	MrgX1 antagonist	TRPC6 act	TRPC4 potent	ANO1 activ	TRPC4 act	MrgX1 PAM	TRPC6 inhibitor	TRPC4 inh	SKKanGAS inh
O=C(NCc1ccco1)C1CCCN(S(=O)(=O)c2cccc3nsnc23)C1 (stereo unspecified)	i	i	i	i	i	i	i	i	i	i	8
O=C(NC1CCCCC1)C1CC(O)CN1C(=O)OCc1ccccc1 (stereo unspecified)	i	i	i	i	i	i	i	i	i	i	-3
COc1ccccc1CN1CCNC(=O)C1CC(=O)N(C)Cc1ccon1 (stereo unspecified)	i	i	i	i	i	i	i	i	i	i	3

Later entries.
SMILES	MrgX1 agonist	TMEM16A inh	MrgX1 antagonist	TRPC6 act	TRPC4 potent	ANO1 activ	TRPC4 act	MrgX1 PAM	TRPC6 inhibitor	TRPC4 inh	SKKanGAS inh
O=C(NNC(=S)NC1CC2C=CC1C2)c1cccnc1 (stereo unspecified)	i	i	i	i	i	i	i	i	i	i	41
CC(C(=O)O)N1C(=O)/C(=C/C=C/c2ccco2)SC1=S (stereo unspecified)	i	i	i	i	i	i	i	i	i	i	-9
COc1ccc(-c2nnn(CC(=O)N3CCN(c4ccccc4OC)CC3)n2)cc1OC	i	i	i	i	i	i	i	i	i	i	-3
Cn1cc(C(=O)c2ccc(Cl)cc2Cl)cc1C(=O)NN	i	i	i	i	i	i	i	i	i	i	1
COc1ccc(OC)c(/C=N\NC(=O)c2cc3c(ccc4ccccc43)o2)c1	i	i	i	i	i	i	i	i	i	i	1
Brc1ccc(-c2csc(/N=C/N3CCOCC3)n2)cc1	i	i	i	i	i	i	i	i	i	i	-8
Cc1cc(C)c(NC(=O)c2cc(=O)c3ccccc3o2)c(C)c1	i	i	i	i	i	i	i	i	i	i	2
Cc1cccc(OCc2nnc(SCC(=O)NCC3CCCO3)n2C)c1 (stereo unspecified)	i	i	i	i	i	i	i	i	i	i	-2
CCN(CC)S(=O)(=O)c1ccc(N/N=C/c2cc(OC)ccc2O)nc1	i	i	i	i	i	i	i	i	i	i	-13
C/C(=N\NS(=O)(=O)c1ccc(C)cc1)c1cc2ccccc2oc1=O	i	i	i	i	i	i	i	i	i	i	41
O=C1C2Sc3[nH]c(=O)sc3C(c3ccccc3)C2C(=O)N1c1ccccc1 (stereo unspecified)	i	i	i	i	i	i	i	i	i	i	5
CC1CCN(S(=O)(=O)c2ccc(NC(=O)c3ccccc3F)cc2)CC1	i	i	i	i	i	i	i	i	i	i	1
O=C(CCCOc1ccccc1)NCC1CCCO1 (stereo unspecified)	i	i	i	i	i	i	i	i	i	i	-12
Cn1c(=S)oc2ccccc21	i	i	i	i	i	i	i	i	i	i	3
C#CCN(C(=O)c1ccc(OC2CCN(C(=O)CCOC)CC2)cc1)C1CCCCC1	i	i	i	i	i	i	i	i	i	i	3
CCNC(=S)NNC(=O)c1ccc(OC)cc1	i	i	i	i	i	i	i	i	i	i	0
CCCOc1ccc(CSC(CC(=O)O)C(=O)O)cc1 (stereo unspecified)	i	i	i	i	i	i	i	i	i	i	3
N#CC1(NC(=O)COC(=O)c2cccc(-n3cnnn3)c2)CCCCC1	i	i	i	i	i	i	i	i	i	i	-11
Cc1ccc(C(=O)NNC(=O)c2cccs2)cc1	i	i	i	i	i	i	i	i	i	i	4
CCC(=O)Nc1ccccc1C(=O)OCC(=O)c1cccc2ccccc12	i	i	i	i	i	i	i	i	i	i	34
Fc1ccc(-c2n[nH]c(=S)c3ccccc23)cc1	i	i	i	i	i	i	i	i	i	i	-7
CSc1nnc(C)c(=O)n1COC(=O)c1ccc(S(=O)(=O)N2CCOCC2)cc1	i	i	i	i	i	i	i	i	i	i	-1
O=C(CCN1C(=O)c2ccccc2S1(=O)=O)Nc1cc(Cl)ccc1Cl	i	i	i	i	i	i	i	i	i	i	0
Cc1ccc(N(CC(=O)NC2CCCCC2)C(=O)CCCC(=O)Nc2ccccn2)cc1	i	i	i	i	i	i	i	i	i	i	-1
COC1(OC)C=CC(=O)C=C1NC(=O)c1ccccc1OC(C)=O	i	i	i	i	i	i	i	i	i	i	5
Cc1nn(C(=O)c2ccco2)c(C)c1Sc1ccccc1	i	i	i	i	i	i	i	i	i	i	30
COc1ccc(O)c(/C=c2/sc3nc4cc(C)c(C)cc4n3c2=O)c1	x	x	x	i	i	i	i	x	i	i	5
Cc1ccccc1COC(=O)c1cc([N+](=O)[O-])ccc1N1CCOCC1	i	i	i	i	i	i	i	i	i	i	2
CCCC1(C(=O)OCC)NC(c2ccc(N(C)C)cc2)C2C(=O)N(c3ccc(OCC)cc3)C(=O)C21 (stereo unspecified)	i	i	i	i	i	i	i	i	i	i	-14
OCC[C@@H]1C[C@@H](O)[C@H](O)[C@]2(Cc3ccccc3CO2)O1	i	i	i	i	i	i	i	i	i	i	6
Cc1ccccc1C(=O)c1cccn1CC(=O)NCCCN1CC(C)CC(C)C1 (stereo unspecified)	i	i	i	i	i	i	i	i	i	i	-1
CCCn1nnc(NC(=O)Cc2ccc(Cl)cc2)n1	i	i	i	i	i	i	i	i	i	i	10
O=c1cc(O)nc(SCc2ccccc2)n1-c1ccccc1	i	i	i	i	i	i	i	i	i	i	32&30
O=C1c2cc(CO)cc(O)c2C(=O)c2c(O[C@@H]3OC(CO)[C@@H](O)[C@@H](O)[C@@H]3O)cccc21 (stereo partly specified)	i	i	i	i	i	i	i	i	i	i	6
CC(NS(=O)(=O)c1ccc2c(c1)oc(=O)n2C)c1ccccc1 (stereo unspecified)	i	i	i	i	i	i	i	i	i	i	1
COc1cc(OC)c(C2=NOC(C(=O)N3CCCc4ccccc43)C2)cc1Cl (stereo unspecified)	i	i	i	i	i	i	i	i	i	i	8
CCc1cccc(C)c1NC(=O)c1ccc(CN2CCc3ccccc3C2)cc1	i	i	i	i	i	i	i	i	i	i	-8
COc1ccccc1/C=C/CN1CCSCC1	i	i	i	i	i	i	i	i	i	i	4
CCS(=O)(=O)N1CCN(C(=O)COc2ccc(-c3ccccc3)cc2)CC1	i	i	i	i	i	i	i	i	i	i	0
O=c1ccc2cc(S(=O)(=O)Nc3ccccc3F)ccc2o1	i	i	i	i	i	i	i	i	i	i	2
Cc1ccn2cc(CNS(=O)(=O)c3ccc4c(c3)OCCO4)nc2c1	i	i	i	i	i	i	i	i	i	i	5
Cc1ccc(CNc2cc(C(=O)O)ccc2C)s1	i	i	i	i	i	i	i	i	i	i	8
O=C1NC(Cc2c[nH]c3ccccc23)C(=O)N1CCOc1ccc(F)cc1 (stereo unspecified)	i	i	i	i	i	i	i	i	i	i	-5
COc1ccc(NS(=O)(=O)c2c(C)n(C)c(=O)n(C)c2=O)cc1OC	i	i	i	i	i	i	i	i	i	i	-1
Cn1c(=O)[nH]c(=O)c2c1nc(Br)n2CCCO	i	i	i	i	i	i	i	i	i	i	3
CCOC(=O)c1nn(-c2ccc3ccccc3c2)cc1O	i	i	i	i	i	i	i	i	i	i	-8

This is a random part of the collection (roughly 6.7% active in at least one column).
